High-throughput results as filed in PubChem BioAssay.
AmpC inh det: blocks E. coli AmpC beta-lactamase in presence of detergent; purified AmpC, nitrocefin hydrolysis with detergent; Potency, µM (series often up to 28.7 µM), inactives show at the top dose activity change, negative = inhibition; hit rate 0.09% among 71,000; active = well fitted curve in the direction sought with a large enough effect
Target sequence (P00811 whole entry, looked up): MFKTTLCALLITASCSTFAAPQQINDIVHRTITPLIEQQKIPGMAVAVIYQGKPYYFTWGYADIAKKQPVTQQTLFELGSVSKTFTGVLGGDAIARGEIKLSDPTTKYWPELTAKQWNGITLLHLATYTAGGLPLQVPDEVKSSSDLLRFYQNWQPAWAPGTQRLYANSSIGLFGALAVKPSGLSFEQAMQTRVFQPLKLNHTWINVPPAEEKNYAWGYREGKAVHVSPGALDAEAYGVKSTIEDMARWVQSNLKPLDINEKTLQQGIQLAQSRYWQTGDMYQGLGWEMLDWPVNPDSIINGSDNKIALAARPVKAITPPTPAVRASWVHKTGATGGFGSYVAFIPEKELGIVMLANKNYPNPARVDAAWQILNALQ
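E. coli AmpC (5.3 nM) in 20 mM phosphate pH 7.0 with 0.01% Triton X-100, preincubated 15 min RT with compound; nitrocefin (2 uL of 800 uM stock) hydrolysis followed by 480 nm absorbance every 20 s over 4 min.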
Numbers without * were called inactive; [ ] = dose if it differs, or a comment. % is set by controls: 0 for no effect and ±100 for the full control effect; potency is the fitted concentration of half-maximal effect.

SMILES	AmpC inh det
CCC(C)n1c(=O)c(C(=O)Nc2ccccc2S(N)(=O)=O)c(O)c2ccccc21 (configuration not stated)	6.5%
Cc1ccc(N(C(=O)CNC(=O)c2ccco2)C(C(=O)NC2CCCC2)c2cccnc2)cc1C (configuration not stated)	-1.7%
CCCC1(C(=O)OC)NC(c2cccc(F)c2)C2C(=O)N(CC)C(=O)C21 (configuration not stated)	5.2%
COc1ccc(CN2CCN(C(=O)c3ccco3)CC2)cc1OCc1ccccc1	3.2%
COc1ccccc1CNc1nc(-c2ccc3c(c2)OCO3)nc2ccccc12	11.0%
O=C(CC1Nc2ccccc2NC1=O)NCCCN1CCCCCC1 (configuration not stated)	-0.6%
O=C(CSc1n[nH]c(=O)n1C1CC1)Nc1cc(Cl)ccc1Oc1ccccc1	-5.1%
COC(=O)c1sccc1NC(=O)c1ccc(Cl)s1	-4.8%
CC(Oc1ccc2c(-c3ccccc3)cc(=O)oc2c1)C(=O)O (configuration not stated)	-2.9%
O=C(CSc1nnc(CNc2ccc(F)cc2)o1)N1CCN(C(=O)c2ccco2)CC1	-1.3%
COC(=O)[C@@]1(Cc2ccc(OC)cc2)[C@H]2c3cc(C(=O)N4CCCC4)n(CCc4ccccn4)c3C[C@H]2CN1C(=O)c1ccccc1	-1.1%
c1coc(-c2nnc(-c3cccs3)o2)c1	7.2%
O=C(O)c1ccc2c(c1)ncn2C1CCCCCC1	13.2%
O=c1c2c3nc4ccccc4nc3n(CCN3CCOCC3)c2ncn1CCN1CCOCC1	-3.0%
O=C1CNC(=O)c2c(nc3n2CCC3)N1	1.9%
COC(=O)c1cc2sccc2n1CC(=O)N1CCCc2ccccc21	-5.7%
O=C(CSc1ccccc1)Nc1cccnc1	-4.7%
CC1=C(C)CS(=O)N(c2ccc(S(N)(=O)=O)cc2)C1 (configuration not stated)	-1.7%
CC(C)=CCNc1ncnc2nc[nH]c12	-8.8%[5.75 µM]
CCn1c(COc2ccc(C)cc2)nnc1SCC(=O)C(C)(C)C	-2.2%
Cc1ccc(S(=O)(=O)C(C#N)c2nc3ccccc3nc2N2CCCC2)cc1C (configuration not stated)	-4.6%
Cc1c(Cl)cccc1NC(=O)CSCc1cc(=O)[nH][nH]1	-1.3%
COC(=O)CSc1nnc(-c2cccnc2)n1-c1cccc(OC)c1	7.5%
CCCN(CCC)C(=O)SCC	9.4%
O=[N+]([O-])c1ccc(S(=O)(=O)Cc2ccccc2)c([N+](=O)[O-])c1	-5.0%[5.75 µM]
O=C(c1ccc(Cl)cc1)C1CCN(C(=O)NC2CCCCC2)CC1	5.9%
CC(C)(C)NC(=O)COC(=O)c1ccc(S(=O)(=O)N2CCCCCC2)cc1	-6.8%
CN(Cc1nc2ccccc2n1C)S(C)(=O)=O	-1.9%
CCn1c(SCC(=O)c2cc(C)n(CC3CCCO3)c2C)nc2ccccc21 (configuration not stated)	-3.4%
Cc1ccc(-n2[nH]c(C)c(C=Nc3ccc(C)cn3)c2=O)cc1	-4.4%
Cn1cnnc1SCC(=O)n1c2ccccc2c2ccccc21	0.8%
O=C(COc1ncnc2ccccc12)c1ccc2c(c1)OCCO2	7.0%
O=C(CN1CCN(c2ccccc2)CC1)Nc1cccc(C(F)(F)F)c1	4.7%
CC(C)Oc1ccc(C2C(C(=O)c3ccco3)=C(O)C(=O)N2CCCN(C)C)cc1 (configuration not stated)	1.0%
COc1ccccc1CN1CC[C@@]2(CCCN(S(C)(=O)=O)C2)C1	-1.3%
CCNc1ncc2nc(-c3cn(C)c4ccccc34)c(=O)n(Cc3ccc(F)cc3)c2n1	0.7%
O=C(O)c1cccc(Nc2nc(N3CCOCC3)nc(N3CCOCC3)n2)c1	-4.0%
Clc1ccc(-c2nn3c(-c4ccccn4)nnc3s2)c(Cl)c1	-1.0%
Cc1ccc(C(=O)Cn2c3c(sc2=N)CCCC3)cc1	-3.1%
CC(c1ccccc1)C(CC(=O)O)C(=O)NC1CCCCC1 (configuration not stated)	2.9%
Cc1ccc2c(c1)CC1(CN2C)C(=O)OC2(CCCCC2)OC1=O	-3.7%
COc1cccc(NC(=O)c2ccc(CN3CCN(c4ccccc4)CC3)cc2)c1	-5.1%
CCn1c(SCC(=O)C(C)(C)C)nnc1-c1cccnc1	-1.2%
CCN(CCCNC(=O)C1CCC(=O)N1Cc1ccc(F)cc1)c1cccc(C)c1 (configuration not stated)	-3.6%
O=C(CCSc1nnc(-c2ccncc2)o1)Nc1ccc(Cl)cc1	-4.3%
CC1(c2ccc3c(c2)OCO3)NC(=O)N(CC(=O)NCCC2=CCCCC2)C1=O (configuration not stated)	-0.8%
CCn1cc(C(=O)O)c(=O)c2cc(OC)ccc21	-1.4%
O=C(NCCCn1ccnc1)c1cn(Cc2ccc(F)cc2)nn1	-6.6%
CC1=Nc2ccccc2N=C(NC(=O)CSc2nnnn2-c2ccccc2)C1c1ccccc1 (configuration not stated)	-2.6%
C=CCSC1=N/C(=C\c2cc(OC)c3c(c2)OCO3)C(=O)S1	6.9%
(further entries)
SMILES	AmpC inh det
CCCCOc1cccc(C(=O)Nc2ccc(N3CCN(CC)CC3)cc2)c1	-2.4%
COc1ccc(C)c(Cn2c(-c3nonc3N)nc3ccccc32)c1	-2.4%
CCc1c(C(=O)N2CCOCC2)csc1C	-4.0%
O=S(=O)(c1ccccc1)N1CN2CN(C1)CN(S(=O)(=O)c1ccccc1)C2	-2.6%[5.75 µM]
CCC(=O)Nc1ccc(C(=O)c2ccccc2)cc1	5.0%
CC1=CC(=C2C(=O)c3ccccc3C2=O)C=C(C)N1Cc1ccco1	-2.5%
CC(C)(C)NC(=O)C(c1ccco1)N(Cc1ccc(F)cc1)C(=O)c1snc(C(N)=O)c1N (configuration not stated)	-2.6%
Cc1c(CNCc2cccs2)c(C(=O)O)c(C)n1Cc1ccccc1	14.8%
COc1cccc(OC)c1NC(=O)Cc1nn(C)c(=O)c2ccccc12	-1.2%
CCCCCN(CCCCC)C(=O)[C@H](CCC(=O)O)NC(=O)c1ccc(Cl)c(Cl)c1	-0.9%[12.8 µM]

7 compounds already listed, ordered by molar mass, smallest number first.
SMILES	AmpC inh det
CCc1c(C(=O)N2CCOCC2)csc1C	-4.0%
CC1=CC(=C2C(=O)c3ccccc3C2=O)C=C(C)N1Cc1ccco1	-2.5%
COc1ccc(C)c(Cn2c(-c3nonc3N)nc3ccccc32)c1	-2.4%
COc1cccc(OC)c1NC(=O)Cc1nn(C)c(=O)c2ccccc12	-1.2%
Cc1c(CNCc2cccs2)c(C(=O)O)c(C)n1Cc1ccccc1	14.8%
CCCCOc1cccc(C(=O)Nc2ccc(N3CCN(CC)CC3)cc2)c1	-2.4%
CCCCCN(CCCCC)C(=O)[C@H](CCC(=O)O)NC(=O)c1ccc(Cl)c(Cl)c1	-0.9%[12.8 µM]

Going on with the list.
SMILES	AmpC inh det
COc1ccc2[nH]c(=O)c(CN(C(=O)C3CCCO3)c3cccc(C)c3)cc2c1 (configuration not stated)	-0.2%
Cc1cc(C(=O)OCC(=O)N2C(C)CCCC2C)c(C)o1 (configuration not stated)	-0.4%
CCOC(=O)c1ccc(N2C(=O)c3n[nH]c(C)c3C2c2ccc(OC)cc2)cc1 (configuration not stated)	-4.9%
CCCCOc1ccc(/C(O)=C2/C(=O)C(=O)N(CCCOC)C2c2ccncc2)cc1 (configuration not stated)	12.5%
O=C(c1ccco1)c1cn[nH]c1-c1ccc(Cl)cc1O	-2.7%
CN1C(=O)c2ccccc2N(C)C1c1cccs1 (configuration not stated)	-1.7%
CCOC(=O)C1=C(N)Oc2ccc(Br)cc2[C@@H]1[C@@H](C#N)C(=O)OCC	-0.3%
CC1CN(C(=O)c2cc3cc(Cl)cc(Cl)c3oc2=O)CC(C)O1 (configuration not stated)	9.2%
COc1ccc(Cn2c3nc4ccccc4nc3c3c(=O)n(Cc4ccco4)c(C)nc32)cc1	-4.0%
COC(=O)NCC(C)OC(=O)Nc1cccc(Cl)c1 (configuration not stated)	-0.7%
COC(=O)c1ccc(CSc2nc3c(cnn3-c3ccc(Cl)cc3)c(=O)[nH]2)o1	2.6%
CC(C)(C)c1ccc(-c2nnc3sc(-c4ccccn4)nn23)cc1	11.7%
Cc1ccc(S(=O)(=O)N2CCOCC2)cc1C(=O)N1C(=O)c2cccc(N)c2C1=O	-0.8%
O=C(CSc1nc2ccccc2c(=O)[nH]1)N1CCCCC1	8.4%
COc1ccc(N2C(=O)CCC2=O)cc1	-1.5%
CC(=O)n1cc(C2C(=O)CC(C)(C)CC2=O)c2ccccc21	5.6%
CCOC(=O)C(NC(C)=O)(N1CCOCC1)C(F)(F)F (configuration not stated)	-1.6%
O=[N+]([O-])c1ccc(O)c([N+](=O)[O-])c1	9.0%
CCOC(=O)c1sc2nc3n(c(=O)c2c1C)CCC(C)CC3 (configuration not stated)	9.0%
COC(=O)N1[C@H](C)C=C[C@]1(Cc1ccccc1)C(=O)NCc1ccc(N(C)C)cc1	6.6%

Among those listed so far, these contain a nitro group on carbon.
SMILES	AmpC inh det
O=[N+]([O-])c1ccc(S(=O)(=O)Cc2ccccc2)c([N+](=O)[O-])c1	-5.0%[5.75 µM]
O=[N+]([O-])c1ccc(O)c([N+](=O)[O-])c1	9.0%

Look-ups from the results shown:
Reading for O=[N+]([O-])c1ccc(O)c([N+](=O)[O-])c1 under AmpC inh det: 9.0%
Reading for CC(=O)n1cc(C2C(=O)CC(C)(C)CC2=O)c2ccccc21 under AmpC inh det: 5.6%
Reading for COC(=O)c1ccc(CSc2nc3c(cnn3-c3ccc(Cl)cc3)c(=O)[nH]2)o1 under AmpC inh det: 2.6%
Reading for COC(=O)N1[C@H](C)C=C[C@]1(Cc1ccccc1)C(=O)NCc1ccc(N(C)C)cc1 under AmpC inh det: 6.6%
Reading for CCOC(=O)c1sc2nc3n(c(=O)c2c1C)CCC(C)CC3 (configuration not stated) under AmpC inh det: 9.0%

The results go on:
SMILES	AmpC inh det
CCNc1nc(NC(C)C)nc(N(C#N)CCOc2ccc(Cl)cc2Cl)n1	-9.4%
N=c1sccn1CC(=O)Nc1ccc2c(c1)CCC2	10.2%
CCOC(=O)N1CCC(N2CC34C=CC(O3)C(C(=O)Nc3ccc(OCC)cc3)C4C2=O)CC1 (configuration not stated)	4.7%
C1=CC2C3C=CC(C3)C2C1 (configuration not stated)	21.5%
COc1cccc(-n2c(C)nnc2SCC#N)c1	5.6%
COc1ccccc1N1CCN(CCN(C(=O)c2ccc(F)cc2)c2ccccn2)CC1	-0.8%
CN(c1ccc(C(=O)NCCC2=CCCCC2)cc1)S(C)(=O)=O	-2.1%
Cc1cc(=O)n2nc(N3CCCC(C(=O)NCc4ccco4)C3)sc2n1 (configuration not stated)	14.0%
Nc1nc2n(n1)C(c1ccccc1Cl)CC(c1ccc(F)cc1)N2 (configuration not stated)	7.1%
COc1ccc(NC2c3ccccc3C(=O)N2c2cccnc2)cc1Cl (configuration not stated)	7.9%
COc1ccc(-c2ccc(-c3nnn(CC(C)=O)n3)cc2)cc1	9.8%
O=S(=O)(c1cccc(-c2nn3c(-c4ccncc4)nnc3s2)c1)N1CCOCC1	1.0%
CCOC(=O)c1ccc(NS(=O)(=O)c2ccc(SC)cc2)cc1	-5.4%
O=C(NCc1ccc2c(c1)OCO2)c1nn2cccnc2c1Cl	-0.6%
COCC(C)NC(=O)c1ccc(N(C)C)cc1 (configuration not stated)	0.9%
c1cnc(N2CCN(Cc3c[nH]c4ccccc34)CC2)nc1	5.1%
O=C(Nc1ccc(NC(=O)C2CC2)nc1)c1cccc(F)c1	7.9%
CCOc1ccccc1C(=O)NCCC(=O)O	-1.1%
O=C(COc1ccccc1)N1CCN(c2nnc(-c3ccccc3)c3ccccc23)CC1	-1.7%
CCN(CC)S(=O)(=O)c1cccc(C(=O)Nc2cccnc2)c1	-6.9%
Cc1ccc(S(=O)(=O)CC(C)N2CCOCC2)c(S(=O)(=O)CC(C)N2CCOCC2)c1 (configuration not stated)	8.8%
CC(C)(Oc1ccc(Cl)cc1)C(=O)O	-0.8%
NCC(=O)O	-0.3%
COC(=O)[C@H](C)NC(=O)Nc1cccc(C(F)(F)F)c1	-4.9%
CC(C)(C)C(=O)C1C(=O)c2ccccc2C1=O	12.1%
COc1ccc(N2CC(C(=O)Nc3ccc(F)cc3F)CC2=O)cc1 (configuration not stated)	-0.3%
O=C(C1CC1)N1CCc2cc(S(=O)(=O)N(CCO)Cc3ccccc3)ccc21	-3.2%
O=C(O)c1cc2c(s1)CCCC2	0.2%
O=C(Cc1ccccc1)Nc1ccccc1N1CCN(c2ccccc2)CC1	7.5%
CCOC(=O)CSc1nc2ccccc2n1CC(=O)NC(C)(C)C	-1.1%

Quoted at random: 2 entries already listed, in no set order.
SMILES	AmpC inh det
O=C(C1CC1)N1CCc2cc(S(=O)(=O)N(CCO)Cc3ccccc3)ccc21	-3.2%
COC(=O)[C@H](C)NC(=O)Nc1cccc(C(F)(F)F)c1	-4.9%

(cont.)
SMILES	AmpC inh det
CN(C)CCNc1oc(COc2cccc(Cl)c2)nc1C#N	-5.6%
COc1cc(C2C(C#N)=C(N)Oc3n[nH]c(C)c32)cc2c1OCO2 (configuration not stated)	9.3%
N#Cc1ccc(COC(=O)CSc2nnc(C3CCCCC3)n2N)cc1	0.7%
Cc1cn(C2CC3OCC3O2)c(=O)[nH]c1=O (configuration not stated)	-2.1%
CSc1nsc(SC)c1NC(=O)Nc1ccccn1	-0.8%
N#CCc1ccc(NS(=O)(=O)c2cccs2)cc1	9.0%
C=CCOC(=O)C1=C(C)OC(N)=C(C(=O)OCC)C12C(=O)N(CC(N)=O)c1ccccc12 (configuration not stated)	-0.7%
COCCNc1ncnc2ccc(-c3c(C)noc3C)cc12	4.2%
CC(C)CCNC(=O)Cn1cc2c(n1)CCCCC2	6.1%
COc1ncc2nc(-c3ccc(Cl)cc3)c(=O)n(C[C@H]3CCCO3)c2n1	-0.2%
COc1ccc(C(=O)OCn2nnc3ccccc3c2=O)cc1OC	-4.0%
COC(=O)C1CCN(c2cc(=O)n(-c3ccc(OC)cc3)c(=O)[nH]2)CC1	10.2%
O=c1[nH]c2sc3c(c2c2nncn12)CCCC3	-4.1%
CC1CC(C)CN(CCCNC(=O)c2ccc3c(c2)NC(=O)C(N2CCCCC2)S3)C1 (configuration not stated)	13.8%
COCc1cc(C)nc2sc3c(=O)oc(C)nc3c12	11.7%
COC(=O)CN(Cc1ccco1)S(=O)(=O)c1ccccc1	-3.5%

An excerpt; rates above refer to the full screens.
